Compound activity (PubChem BioAssay)
CHT block: inhibitors of human choline transporter CHT. High affinity choline transporter 1 (Homo sapiens), Q9GZV3. CHT-expressing cells, membrane potential dye, choline response; active compounds read low. B-score at 10 µM. 310,000 compounds, 0.86% hits. AID 488975, 2010;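 active = B-score over 3 SD under the library average, and starting fluorescence ratio not unusually high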;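 note: choline stimulus applied at its EC90 after an EC20 pre-addition; B-score computed on integrated fluorescence ratio after choline addition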
Target sequence (Q9GZV3 whole entry, looked up): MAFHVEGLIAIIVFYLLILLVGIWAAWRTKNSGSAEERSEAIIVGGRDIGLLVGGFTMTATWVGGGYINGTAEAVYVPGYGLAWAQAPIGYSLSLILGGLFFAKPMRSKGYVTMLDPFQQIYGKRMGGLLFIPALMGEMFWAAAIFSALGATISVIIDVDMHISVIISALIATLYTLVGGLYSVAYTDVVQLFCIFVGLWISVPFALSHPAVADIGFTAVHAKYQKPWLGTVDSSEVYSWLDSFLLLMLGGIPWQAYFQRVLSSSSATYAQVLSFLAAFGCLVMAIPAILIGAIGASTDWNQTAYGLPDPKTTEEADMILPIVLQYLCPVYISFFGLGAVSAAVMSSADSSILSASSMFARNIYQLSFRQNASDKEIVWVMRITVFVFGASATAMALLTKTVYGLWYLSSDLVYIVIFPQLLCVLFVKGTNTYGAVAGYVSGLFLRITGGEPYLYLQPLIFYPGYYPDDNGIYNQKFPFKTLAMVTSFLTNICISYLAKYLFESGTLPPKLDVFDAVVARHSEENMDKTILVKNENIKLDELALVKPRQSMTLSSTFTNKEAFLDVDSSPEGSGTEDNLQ
KCNQ2 block: KCNQ2 potassium channel inhibitors, primary screen, cell-based, CHO-K1, FluxOR thallium flux, B-score (AID 2156); Potassium voltage-gated channel subfamily KQT member 2 (Rattus norvegicus), O88943; 20 min; active compounds read low; B-score at 10 µM; 310,000 compounds, 1.1% hits;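 active = fluorescence ratio B-score at most minus 3 library SDs, with starting brightness B-score within 2 library SDs, cut at about -5.5 in these data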
Kir21 block: inhibitors of mouse Kir2.1 inward-rectifier potassium channel; HEK293-Kir2.1, FluxOR thallium flux fluorescence; active compounds read low; B-score at 10 µM; 310,000 compounds, 0.85% hits; AID 1672, 2009;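 active = fluorescence ratio B-score at or below minus 3 SD of library scores, with starting-brightness B-score within 2 SD, cut at about -4.2 in these data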;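 note: channel flux triggered by added potassium and thallium sulfate stimulus; B-score of peak minus minimum fluorescence over baseline after thallium stimulus; more negative B-score means stronger Kir2.1 block with less thallium influx; some compounds called inactive have numbers as strong as hits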
Target sequence (P35561 whole entry, looked up): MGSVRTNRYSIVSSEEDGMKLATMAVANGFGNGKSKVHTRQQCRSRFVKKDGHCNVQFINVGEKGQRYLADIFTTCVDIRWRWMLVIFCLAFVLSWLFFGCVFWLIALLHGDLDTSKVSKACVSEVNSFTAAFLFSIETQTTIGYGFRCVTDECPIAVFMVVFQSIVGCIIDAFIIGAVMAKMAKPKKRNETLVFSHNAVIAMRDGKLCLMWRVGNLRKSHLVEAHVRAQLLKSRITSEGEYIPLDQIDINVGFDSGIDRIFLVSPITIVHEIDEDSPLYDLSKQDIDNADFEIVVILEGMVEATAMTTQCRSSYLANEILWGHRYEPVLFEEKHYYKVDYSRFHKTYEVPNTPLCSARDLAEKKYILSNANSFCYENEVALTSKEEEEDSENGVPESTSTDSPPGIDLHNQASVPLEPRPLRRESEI
* marks the source's active call; other numbers are inactive results; i = inactive; x = not tested or not shown.

compound | CHT block | KCNQ2 block | Kir21 block
O=C(Nc1ccccc1F)c1ccc(-n2cncn2)nc1 | i | i | -0.2
O=C(/C=C/c1ccccc1[N+](=O)[O-])N1CCCCC1 | i | i | 1.5
Cc1cc2oc(C(=O)N(Cc3cccs3)C3CCS(=O)(=O)C3)cc(=O)c2cc1Cl (stereo not given) | i | i | 1.8
CCOC(=O)c1c(C)n(C)c2ccc(O)c(CN(CC)CC)c12 | i | i | -0.07
COC(=O)c1cc(OC)c(OC)cc1NC(=O)CSc1ccccc1 | i | i | 0.17
C/C(=C\C(=O)c1ccc(Br)cc1)Nc1ccc(Cl)cc1 | i | i | 2.49
CCOC(=O)c1nn(C)c(C)c1Cl | i | i | 0
Cc1ccccc1NC(=O)C(C)c1ccc(-c2ccccc2)c(F)c1 (stereo not given) | i | i | 1.08
CSCC[C@H](NC(=O)N1CCn2c1nc1ccccc12)C(=O)NC1CCCCC1 | i | i | 0.13
COCCN(C)C(=O)CC1C(=O)NCCN1CC(c1ccccc1)c1ccccc1 (stereo not given) | i | i | 0.93
O=C(COC(=O)C1c2ccccc2Oc2ccccc21)NC1CCS(=O)(=O)C1 (stereo not given) | i | i | -1.66
S=c1nc(-c2ccccc2)[nH]n1-c1ccccc1 | i | i | 0.92
COCC(=O)N1CCCC(C(=O)c2ccc(-c3ccccc3)c(F)c2)C1 (stereo not given) | i | i | 0.37
COc1ccc(N(C(=O)Nc2ccc(Cl)cc2)C2=NCCC2)cc1 | i | i | 0.84
NC(=S)N=Nc1c(O)n(C2OC(=O)c3ccccc32)c2ccccc12 (stereo not given) | i | i | 1.83
Cn1c(=O)[nH]c(=O)c2c1nc(Br)n2CCSc1ncccn1 | i | i | -0.51
CCOC(=O)N1CCN(S(=O)(=O)c2ccc(OCC)cc2)CC1 | i | i | 0.02
COc1cc(S(=O)(=O)NCCN2CCOCC2)ccc1-n1cnnn1 | i | i | -1.25
CN1C(=O)[C@H](Cc2ccc([N+](=O)[O-])cc2)NC1=S | i | i | -1.96
O=C(COC(=O)c1ccc(S(=O)(=O)N2CCOCC2)cc1)NCc1cccs1 | i | i | 0
CC1=C(C(=O)Nc2ccccn2)C(c2ccc(Cl)cc2)NC(=S)N1 (stereo not given) | i | i | 0.98
Cc1cccc(Nc2nc(N)c([N+](=O)[O-])c(N3CCOCC3)n2)c1 | i | i | 0.01
O=C1[C@@H]2[C@H](C(=O)N1Cc1cccnc1)[C@H]1C=C[C@@H]2C1 | i | i | -1.1
CC(O)Cn1c(=O)c2c(nc(Br)n2Cc2ccccc2)n(C)c1=O (stereo not given) | i | i | -0.5
Cc1ccc(NC(=O)c2c(O)c3ccccc3n(C)c2=O)nc1 | i | i | -0.04
COc1ccc(N2CCN(S(=O)(=O)c3cccs3)CC2)cc1 | i | i | 0.14
O=C1N/C(=C/c2ccco2)C(=O)N1Cc1ccccc1F | i | i | -0.06
CS(=O)(=O)N1CCN(c2ccc(NC(=O)CSc3nnc(-c4ccco4)o3)cc2)CC1 | i | i | 0.17
COc1ccc(CC(=O)NNC(=S)Nc2ccccc2)cc1Cl | i | i | 1.63
CCOC(=O)c1c(S(=O)(=O)NCC(=O)N2CCN(c3ccccc3)CC2)c(C)n(C)c1C | i | i | -0.33
O=C(O)c1ccn2c(C(=O)c3ccc(Cl)cc3)c(-c3ccccc3)cc2c1 | i | i | 1.05
COc1cc(S(=O)(=O)NCCCn2ccnc2)ccc1F | i | i | 1.19
CC(C)n1cc(C(=O)N2CCCC(N3CCN(c4ccc(F)cc4)CC3)C2)cn1 (stereo not given) | i | i | 1.14
CNC(=O)c1c(NC(=O)CS(=O)(=O)c2ccccc2)sc(C)c1C | i | i | 0.37
CCOC(=O)C(NC(=O)c1ccccc1)=C1CCCCC1 | i | i | 1.48
Cc1cc(C)nc(NC(=O)/C=C/c2ccccc2Cl)c1 | i | i | 0.13
COC(=O)/C=C1\S/C(=N/N=C/c2ccc(Cl)cc2)NC1=O | i | i | 1.43
Cc1ccc(S(=O)(=O)N2CCC(C(=O)OCC(=O)N(C)c3ccccc3)CC2)cc1C | i | i | -0.35
Cc1ccc(S(=O)(=O)NCCCN2CCCC2)cc1 | i | i | 0.89
CC(/C=N/NC(=O)Cn1nnc(N)n1)=C\c1ccc(C(C)C)cc1 | i | i | -1.36
CCOC(=O)N1CCN(Cc2cn[nH]c2-c2cccc3ccccc23)CC1 | i | i | -1.49
COC(=O)c1ccc(COc2cccc3c2CCN(Cc2ccccc2)C3=O)o1 | i | i | 1.04
CC(C)Cn1c(N)c(C(=O)NCc2cccs2)c2nc3ccccc3nc21 | i | i | 0.07
CC1CCC(C(C)C)C(OP(=O)(c2ccc(N(C)C)cc2)C(O)c2cccnc2)C1 (stereo not given) | i | i | 0.13
CC1=C/C(=N\OC(=O)/C=C/c2ccccc2)C(C)=CC1=O | i | i | 1.62
CCCN(CC(=O)Nc1ccccc1OC)C(=O)c1cccc(S(=O)(=O)NCc2ccccc2)c1 | i | i | 0.83
N#CC1(C#N)C(c2ccccc2)OC23CCCCCC2C1(C#N)C(=N)O3 (stereo not given) | i | i | 0.5
CN(C)N=Nc1ccc2nc[nH]c2c1 | i | i | -0.59
CC(=O)N1CCN(C(=S)Nc2ccc(Oc3ccccc3)cc2)CC1 | i | i | 2.3
CC(C)(C)c1cc(NC(=O)COC(=O)c2ccc3c(=O)n4c(nc3c2)CCC4)n(-c2ccccc2)n1 | i | i | 1.25
O=C(NC1CCCCCC1)c1cc(S(=O)(=O)N2CCOCC2)ccc1N1CCCCC1 | i | i | -0.91
Cc1nn(CCOc2ccccc2)c(=O)n1-c1ccccc1 | i | i | 0.24
O=C(CN(c1ccc(F)cc1)S(=O)(=O)c1ccccc1)NCCSC1CCCCC1 | i | i | 1.15
Cc1ccc2c(NC(=O)C3CC3)c(C)ccc2n1 | x | i | 2.17
C#CCOCCOCCOCCNc1nc(N2CCN(C(=O)[C@H](CCC(=O)O)n3cc(C(N)CO)nn3)CC2)nc(N2CCN(C(=O)[C@H](CCC(=O)O)n3cc(C(N)[C@H](C)CC)nn3)CC2)n1 (stereo not given in full) | i | i | -1
O=C(CN(C(=O)c1cc2c(s1)CCC2)C1CCCC1)NCc1cccs1 | i | -7.14* | -0.75
CC1CCCCN1C(=O)C1CCN(S(=O)(=O)c2ccc(-n3cnnn3)cc2)CC1 (stereo not given) | i | i | -0.02
C/C(=N\NC(=O)c1cc(-c2cccnc2)nc2ccccc12)c1ccccc1O | i | i | 0.51
COc1ccc(CNCc2ccccc2C(F)(F)F)cc1 | i | i | -0.57
CC(=O)c1cccc(NS(C)(=O)=O)c1 | i | i | 0.65

(listing goes on)
compound | CHT block | KCNQ2 block | Kir21 block
CCCC(=O)NC(C)c1nc(-c2ccc(C)cc2)no1 (stereo not given) | i | i | -0.13
COc1cccc(-n2c(C)nnc2SCC(=O)Nc2ccccc2N2CCOCC2)c1 | i | i | -0.06
CC(C)Cc1nn2c(=O)cc(COc3ccc(NC(=O)c4ccco4)cc3)nc2s1 | i | i | 1.15
O=C(O)CCNS(=O)(=O)c1ccc2c(c1)Cc1ccccc1-2 | i | i | -0.01
O=C(NCCc1ccccc1)C1CCC(CNc2nc(=S)[nH]c3ccccc23)CC1 (stereo not given) | i | i | 0.81
CCOc1ccccc1-c1nnc(CS(=O)(=O)c2ccccc2)o1 | i | i | 0.03
Cc1cccc(C)c1NC(=O)C1c2cccc[n+]2CC(=O)N1Cc1cccs1 (stereo not given) | i | i | 0.04
CCCCNC(=O)CCCn1c(=O)[nH]c2ccc(Br)cc2c1=O | i | i | -0.18
CC1CCC(NC(=O)c2ccc(NC3=NC4CS(=O)(=O)CC4S3)cc2)CC1 (stereo not given) | -5.99* | i | 0.03
COc1cccc(NC(=O)C2CCCN(S(=O)(=O)c3cccc4cccnc34)C2)c1 (stereo not given) | i | i | 0.68
Cc1cc(C)cc(NC(=O)c2cc3c(=O)n4ccccc4nc3s2)c1 | i | i | 0.06
CCOC(=O)CC1C(=O)NCCN1C(=O)c1cccc(OC)c1 (stereo not given) | i | i | -0.01
c1ccc2c(c1)ncn2CCN1CCCCC1 | i | i | 1.16
CC(C)Cn1c(SCC(=O)N2CC(=O)Nc3ccccc32)nc2ccccc21 | i | i | -3.72
Cc1ccc(NC(=O)NCCc2ccc(S(N)(=O)=O)cc2)cc1 | i | i | -0.87
N/C(=N\OC(=O)CSc1ccccc1)c1ccccn1 | i | i | 0.19
Cc1ccc(S(=O)(=O)Nc2ccc(-c3nnc(SCc4ccccc4Cl)o3)cc2)cc1 | i | i | 0.06
Cn1cc(CCC(=O)N2CCCC(C(=O)c3ccc(C(C)(C)C)cc3)C2)cn1 (stereo not given) | i | i | -0.4
COc1ccccc1CNC(=O)CS(=O)(=O)Cc1ccccc1 | i | i | -1.19
O=C(Nc1ccccc1-c1nnn(CC(=O)N2CCOCC2)n1)c1ccccc1F | i | i | -0.46
COc1ccc(NC(C)=O)cc1S(=O)(=O)Nc1ccc2c(c1)OCCO2 | i | i | -1.21
N#Cc1ccc(OCC(=O)Nc2ccc3[nH]c(=O)[nH]c3c2)cc1 | i | i | 0.03
CCOc1ccc(NC(=O)C/C(C)=N/NC(=O)Cc2ccc(Cl)cc2)cc1 | i | i | 0.37
O=C(COC(=O)C1COc2ccccc2O1)NC1CCS(=O)(=O)C1 (stereo not given) | i | i | 1.11
O=C(CS(=O)(=O)Cc1ccccc1)Nc1cccnc1 | i | i | 1.53
COc1ccc(NC(=O)Nc2nnc(-c3ccccc3F)s2)cc1 | i | i | 1.75
COc1c(F)c(F)c(C(=O)O)c(Nc2ccccc2)c1F | i | i | -0.01
O=c1[nH][nH]cc1C=Nc1ccccc1O | i | i | -1.88
CCOc1ccccc1Nc1ncnc2ccccc12 | i | i | -0.16
CC(C)(C)C(=O)OC/C(N)=N/OC(=O)c1ccc(Cl)c(Cl)c1 | i | i | -1.49
Cc1cc(C(=O)COC(=O)c2ccc(O)cc2)c(C)n1Cc1ccco1 | i | i | -0.67
Cc1nc(-c2ccc(F)cc2)c(CC(=O)N2CCN(S(=O)(=O)c3cccc(F)c3)CC2)s1 | i | i | 0.38
Cc1c(Cl)c([N+](=O)[O-])nn1CC(=O)NCCCN1CCOCC1 | i | i | 0.1
COc1ccc(NC(=S)NNC(=O)c2cccnc2)cc1OC | i | i | -0.86
COc1ccc(Cn2c(C)nc([N+](=O)[O-])c2SCC(=O)O)cc1[N+](=O)[O-] | i | i | -0.03
O=C(CCc1ccccc1)NCCCN1CCOCC1 | i | i | 0.17
COc1cnn(-c2ccccc2)c(=O)c1N(C)C | i | i | 2
NS(=O)(=O)c1ccc(CNC(=O)c2ccc(Cl)cc2[N+](=O)[O-])cc1 | i | i | -1.98
c1ccc(CN2CCN(c3nc(-c4ccccc4)nc(-n4ccnc4)n3)CC2)cc1 | i | i | -0.58
Cc1ccc(F)cc1NC(=O)COC(=O)COc1ccc(C#N)cc1 | i | i | 0.22
Cc1ccc(N(C(=O)c2csnn2)C(C(=O)NC(C)(C)C)c2cccnc2)cc1 (stereo not given) | i | i | -0.92
Cn1c(Cc2cccs2)nnc1SCc1nc2ccccc2[nH]1 | i | i | -1.66
O=c1[nH][nH]c2cc(=O)n(-c3cccc(C(F)(F)F)c3)nc12 | i | i | 3.48
COc1ccc(NC(=O)Nc2sc(NS(=O)(=O)c3ccccc3)nc2C)cc1 | i | i | 1.12
CN(C)S(=O)(=O)c1ccc(Cl)c(NC(=O)COC(=O)CN2C(=O)NC(C)(C)C2=O)c1 | i | i | 0.91
COC(=O)c1c(C(=O)OC)c(C)n(Cc2cccnc2)c1C | i | i | -1.08
COc1ccc(NC(=O)CN2CCN(S(=O)(=O)N(C)C)CC2)cc1 | i | i | 1.13
c1ccc(CCn2nnc3ccccc32)cc1 | i | i | -0.29
CCOC(=O)CN(C(=O)COc1nc(-c2ccccc2)cc(C)c1C#N)c1ccc(C)cc1 | i | i | -0.94
Cc1nc(C)c(-c2csc(N)n2)s1 | i | i | 0.34
O=C(Nc1ccccc1)c1cccc(=O)o1 | i | i | -0.62
CN(C(=O)Nc1cnc2ccccc2c1)c1ccccc1 | i | i | -0.24
COc1ccc(C2c3ccc4ccccc4c3Oc3ncn(CCN(C)C)c(=N)c32)cc1 (stereo not given) | i | i | -4.28*
